Screens deposited in PubChem by several laboratories.
NR2E3 ag-1: agonists of human nuclear receptor NR2E3; Q9Y5X4; GST-NR2E3/biotin-RetCOR TR-FRET, 1536-well; inhibition of corepressor binding, % at 4.78 µM; 320,000 tested, 0.12% active; AID 2300;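 active = percent inhibition above the cutoff of mean plus 3 SD of all tested compounds, set per screening campaign, cut at about 20% in these data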;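 also: 0% = DMSO wells and 100% = biotin wells as full block of FRET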
Target sequence (Q9Y5X4 whole entry, looked up): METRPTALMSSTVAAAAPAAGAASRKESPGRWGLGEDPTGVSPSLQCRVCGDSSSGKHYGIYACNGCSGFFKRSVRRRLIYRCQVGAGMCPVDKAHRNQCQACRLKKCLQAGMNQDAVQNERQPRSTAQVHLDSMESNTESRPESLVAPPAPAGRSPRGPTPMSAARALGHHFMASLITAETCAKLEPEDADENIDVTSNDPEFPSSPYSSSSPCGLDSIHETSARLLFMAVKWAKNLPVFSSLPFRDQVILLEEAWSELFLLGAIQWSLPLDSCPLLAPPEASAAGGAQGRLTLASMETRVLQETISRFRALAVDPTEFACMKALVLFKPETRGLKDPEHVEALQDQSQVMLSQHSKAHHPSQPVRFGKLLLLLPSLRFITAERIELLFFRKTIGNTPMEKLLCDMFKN
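Assay system: NR2E3–RetCOR corepressor complex. Quantity: 1.35 nM GST-NR2E3. Buffer or medium: pH 7.5 Tris-based buffer. Reagent: biotinylated RetCOR corepressor at 7 nM final. Schedule: 5 h at 4 °C. Detection: TR-FRET, emission read at 617 and 671 nm. Replicates: one well per compound, singlicate testing.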
Peg3 prom inh: reduces Peg3 promoter-driven luciferase expression in HeLa; HeLa PEG-Prom luciferase reporter, luminescence, overnight; inhibition, % at 20 µM; 360,000 tested, 1.7% active; AID 588405;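 active = inhibition of at least 50% at 20 µM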
iPSC survival up: increases survival of single human iPS cells. hiPSC single-cell survival, ATPlite luminescence; 100% = ROCK inhibitor wells, 0% = DMSO. survival enhancement, % at 20 µM. 360,000 tested, 0.044% active. AID 602274; in the data active = survival enhancement above about 18%;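 also: cells exposed to compounds for 16 hours before the ATP read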
KKLEB cytotox: counter-screen for CF NF-kB inhibitors: cytotoxicity; KKLEB CF airway cells viability, ATPlite luminescence, overnight; hits give low values; cells stimulated with P. aeruginosa culture filtrate; activity change (cytotoxicity), % at 5 µM; 360,000 tested, 0.36% active; AID 602141;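 active = corrected activity change at or below -50% at 5 µM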
aDG glyco up: alpha-DG glycosylation activation. Pro5-aDG cells, alpha-DG glycosylation AlphaScreen (IIH6); 0% Pro5, 100% B10-LARGE cell signal. activation, % at 10 µM. 360,000 tested, 0.22% active;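 active = activation of at least 8% versus controls, or a plate z-score of at least 8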;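 also: Pro5 are CHO cells carrying HIG-tagged alpha-DG that lacks glycosylation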
TWEAK Fn14 block: inhibitors of TWEAK-Fn14 interaction signaling; TWEAK-stimulated Fn14 reporter cells, luciferase luminescence, 8 h; inhibition, % at 10 µM; 360,000 tested, 2% active; AID 1159606; in the data active = inhibition above about 50%
TRPM1 prom inh: inhibitors of MITF-driven TRPM1 promoter in melanoma cells; SK-MEL-5 TRPM1 promoter luciferase, 24 h; inhibition, % at 12.5 µM; 330,000 tested, 0.83% active;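 active = mean inhibition across replicates of 60% or more, whatever share of single replicates reaches that level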; also: values of inactives mirror those of a sister screen read the other way
NR2E3 ag-2: agonists of human NR2E3 nuclear receptor; Q9Y5X4; CHO-S Gal4-NCOR/VP16-NR2E3 two-hybrid, luciferase; inhibition of corepressor binding, % at 3.98 µM; 360,000 tested, 0.35% active; AID 602229;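 active = inhibition above the mean of all tested compounds plus 3 SD, cut at about 70% in these data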;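 also: 0% = DMSO with NR2E3 transfected cells and 100% = cells lacking NR2E3 construct; higher means lower luciferase signal from less NR2E3 corepressor binding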
Shn3 inh set2: inhibitors of Schnurri-3 3'UTR reporter in osteoblasts; Clone20 osteoblast Shn3 3'UTR firefly luciferase, 24 h; inhibition, % at 12.5 µM; 360,000 tested, 0.52% active;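 active = mean inhibition of at least 75% with every replicate also reaching 75%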;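 also: 0% = median of neutral control wells and 100% = pilot-screen positive control compound; some compounds past the cut are filed as inactive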
CF NFkB inh: blocks PAF-induced NF-kB reporter in cystic fibrosis cells; inhibition, % at 5 µM; KKLEB NF-kB-GFP reporter, GFP fluorescence overnight; 360,000 tested, 0.86% active; AID 588850;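 active = at least 50% inhibition at 5 µM, scaled per plate between neutral and stimulator controls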;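 also: PAF is a Pseudomonas aeruginosa culture filtrate used as stimulus; plate controls were PAF-stimulated DMSO wells for no effect and unstimulated DMSO wells for full effect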
HIF-2a block: blocks HIF-2a reporter activity; 360,000 tested, 0.72% active; 786-0 RCC cells HIF-2a reporter, luciferase luminescence, overnight; inhibition, % at 18.8 µM;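 active = inhibition of the luminescence signal of 40% or more relative to plate controls, in a single-dose primary screen at 18.75 µM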
* hit, by the source's call; . = no result given.

SMILES | NR2E3 ag-1 | Peg3 prom inh | iPSC survival up | KKLEB cytotox | aDG glyco up | TWEAK Fn14 block | TRPM1 prom inh | NR2E3 ag-2 | Shn3 inh set2 | CF NFkB inh | HIF-2a block
Cc1ccccc1-c1nc(CS(=O)(=O)CC(=O)N2CCOCC2)c(C)o1 | 1 | 11 | -0.6 | 1 | -0.4 | -5 | -10 | 9 | -22 | 6 | 9
COc1ccc(-c2noc(N3CCC(C(=O)Nc4cccc(OC)c4)CC3)n2)cc1 | -1 | -10 | -2.9 | 6 | -0.2 | 13 | -5 | -38 | 16 | 23 | -76
COc1ccc(S(=O)(=O)N2CCCC2CNC(=O)C(=O)NCc2ccc(C)cc2)cc1 (stereo not given) | -1 | 35 | -0.4 | 4 | 0.0 | 7 | 0 | -6 | 36 | 26 | 8
O=C(c1ccc(S(=O)(=O)N2CCCC2)cc1)N1CCN(c2cccc(Cl)c2)CC1 | 2 | 15 | -0.5 | -8 | 0.3 | -3 | -1 | 11 | 15 | -2 | -11
O=C(O)CC1NC(=S)N(c2ccccc2)C1=O (stereo not given) | 3 | 19 | 5.0 | -20 | 0.6 | 2 | 14 | 2 | -7 | 7 | 1
CN(CC(=O)Nc1ccccc1Cl)C(=O)c1ccc(COc2ccccc2)cc1 | 2 | -104 | -0.5 | -10 | 0.0 | -10 | -19 | -11 | -7 | 2 | -134
CC1CCN(C(=S)c2cccc(O)c2)CC1 | 1 | -6 | -0.2 | 6 | -0.2 | -9 | -2 | -9 | 11 | 4 | 15
O=C(COC(=O)C1(c2ccccc2F)CCCC1)N1CCNC1=O | . | -29 | -0.4 | 9 | 0.0 | 0 | 16 | -3 | -8 | 5 | 6
CCOC(=O)c1cnc2ccc(OCC)cc2c1N1CCN(C)CC1 | 6 | 45 | 2.4 | 4 | 0.1 | -5 | -15 | -30 | 11 | 3 | 0
Cc1ccc(C(=O)COC(=O)[C@@H](NC(=O)c2ccco2)C(C)C)s1 | . | -7 | -1.5 | -6 | 0.2 | -3 | -5 | 5 | -12 | 30 | -4
O=C(COC(=O)c1ccc([N+](=O)[O-])s1)c1ccc[nH]1 | . | 7 | -0.1 | -6 | 0.0 | -19 | 8 | -18 | -2 | -2 | -8
CCOC(=O)CNCCC(=O)c1ccc(Br)cc1 | 2 | 11 | 0.6 | 4 | 0.4 | 4 | 7 | -4 | 6 | 14 | 11
O=C(COc1ccccc1)Nc1ccc2[nH]ncc2c1 | -1 | -43 | 2.1 | -2 | -0.1 | 21 | 0 | 26 | 7 | 9 | -42
C[C@@H]1CN([C@@H](C)CO)C(=O)CCCn2nncc2CO[C@@H]1CN(C)S(=O)(=O)c1ccccc1F | . | 5 | 10 | 14 | -0.1 | -6 | . | 5 | 0 | -4 | 7
CC(=O)C1CCC2C3C=CC4=CC(=O)CCC4(C)C3CCC12C (stereo not given) | . | -12 | 0.6 | 22 | 0.0 | -15 | . | 4 | 18 | -27 | -2
O=C(OC1CCCCC1)c1ccc(NC(=O)c2ccco2)cc1 | 0 | -205 | -4.0 | -3 | 0.8 | 6 | -58 | -60 | 10 | 7 | -219
CCCc1cc(=O)oc2c3c(c4c(c12)OC(C)(C)C=C4)OC(C)C(C)C3O (stereo not given) | -6 | 3 | 5.9 | -13 | -0.1 | -15 | 18 | -11 | 74 | 40 | 26
Cc1onc(C(=O)Nc2ccccc2C(F)(F)F)c1[N+](=O)[O-] | 0 | 3 | -0.3 | -1 | 0.1 | 10 | 1 | -62 | -23 | 8 | 0
Cc1ccc(CSc2nnc(SCC(=O)N/N=C/C=C/c3ccco3)s2)cc1 | 2 | -49 | 0.7 | 0 | 0.2 | 27 | 10 | 11 | -7 | -2 | 18
NNC(=O)c1nnn(-c2nonc2N)c1CN1CCCC1 | 1 | 26 | 1.3 | 0 | -0.2 | -2 | -3 | 13 | 3 | -8 | 19
COc1ccccc1N1C(=O)c2cccc3c(Cl)ccc(c23)C1=O | -4 | 2 | -0.6 | 9 | 0.0 | -26 | 6 | -33 | -1 | -12 | 4
O=c1[nH]c(N2CCCCC2)nc2c1CCCC2 | 2 | 9 | -1.6 | -16 | -0.2 | 13 | 2 | 18 | -4 | 10 | 2
CC(=O)Nc1cccc(-c2ccnc3c2CC(C(=O)NCc2ccc(F)c(F)c2)O3)c1 (stereo not given) | . | 18 | -1.5 | -20 | -0.2 | 29 | . | -16 | 19 | 7 | 10
CCOC(=O)c1sc2nccc(OC)c2c1N=CNOC | 1 | -5 | -2.4 | 3 | 0.1 | -24 | -14 | -7 | -11 | -6 | -3
CNc1nc(Oc2cccc(F)c2)c2sccc2n1 | . | 3 | 1.4 | -11 | 0.2 | -1 | . | -7 | -17 | 30 | -6
Cc1cc(=O)oc(C)c1C(=O)Nc1ccc2nsnc2c1 | 4 | 15 | 7.4 | -1 | 0.0 | 0 | 8 | 16 | -6 | -1 | 14
NC(=O)c1cc(S(=O)(=O)NCc2ccc(Br)cc2)cs1 | 1 | 3 | -0.1 | 8 | -0.2 | -5 | 11 | -10 | -12 | -13 | 13
COc1ccc(C(c2nnnn2CC2CCCO2)N2CCN(c3ccccc3)CC2)cc1 (stereo not given) | -1 | 0 | -1.2 | 3 | 0.3 | 4 | -8 | -32 | -3 | -9 | 17
O=[N+]([O-])c1cc(S(=O)(=O)N2CCCC2)ccc1N/N=C/c1cccs1 | 1 | 22 | 2.0 | -20 | 0.0 | -16 | -16 | 13 | 3 | 19 | 21
CN(C)CCNc1nc(-c2ccccc2)nnc1C(F)(F)F | -2 | 0 | -1.9 | 3 | -0.5 | -10 | 4 | -14 | 9 | -9 | 6
Cc1cc(C(=O)Nc2sc3c(c2C#N)CCCC3)no1 | -3 | -185 | -1.4 | -7 | 0.0 | -1 | -43 | -237 | -52 | -6 | -244
O=C(NN1C(=O)C2C3c4ccccc4C(c4ccccc43)[C@@H]2C1=O)c1ccccc1 (stereo not given in full) | 3 | 9 | 1.2 | 3 | -0.3 | -1 | 9 | -12 | -7 | 4 | 13
COc1ccc(CC(=O)NC2CC2)cc1OC | 0 | 21 | 0.0 | 2 | -0.2 | -15 | 4 | 29 | -24 | -20 | 11
C=CCN1C=CC(=O)CC1 | -1 | -1 | 2.3 | -21 | 3.7 | -8 | -1 | 5 | 8 | 18 | 3
CC(C)(C)NC(=O)C(c1ccco1)N(C(=O)Cn1nnc(-c2ccc(F)cc2)n1)c1cccc(F)c1 (stereo not given) | 1 | 33 | 4.5 | 6 | 0.1 | 22 | 12 | 10 | 22 | -11 | 0
Cc1cc2ccccn2c1C(=O)Nc1ccccc1 | -6 | -142 | 6.4 | 0 | 0.0 | 38 | -18 | -43 | -29 | 13 | -144
CSCCNC(=O)c1ccc2nc(C3CCCCC3)oc2c1 | 1 | -39 | -0.2 | 2 | 0.0 | -12 | -24 | -42 | -5 | -8 | -47
CN(C(=O)c1ccno1)c1nnc(-c2cnccn2)s1 | 1 | 9 | -2.0 | 7 | -0.2 | 16 | -4 | -10 | 3 | -4 | -3
Cc1ccc(S(=O)(=O)N2[C@@H](c3ccc(Cl)c(Cl)c3)C(C(=O)O)=C[C@H]2C(C)(C)C)cc1 | . | 6 | 5.1 | 6 | 0.2 | 21 | -5 | 62 | -9 | 16 | 22
Cn1ncc(Cl)c1C(=O)Nc1ccc(CN2CCCCC2)cc1 | -2 | 11 | -0.4 | -15 | -0.3 | 12 | -12 | -10 | 3 | 2 | -2

3 compounds from above, arranged by molar mass, ascending.
SMILES | NR2E3 ag-1 | Peg3 prom inh | iPSC survival up | KKLEB cytotox | aDG glyco up | TWEAK Fn14 block | TRPM1 prom inh | NR2E3 ag-2 | Shn3 inh set2 | CF NFkB inh | HIF-2a block
Cc1cc2ccccn2c1C(=O)Nc1ccccc1 | -6 | -142 | 6.4 | 0 | 0.0 | 38 | -18 | -43 | -29 | 13 | -144
COc1ccccc1N1C(=O)c2cccc3c(Cl)ccc(c23)C1=O | -4 | 2 | -0.6 | 9 | 0.0 | -26 | 6 | -33 | -1 | -12 | 4
Cc1ccccc1-c1nc(CS(=O)(=O)CC(=O)N2CCOCC2)c(C)o1 | 1 | 11 | -0.6 | 1 | -0.4 | -5 | -10 | 9 | -22 | 6 | 9

Other structures follow.
SMILES | NR2E3 ag-1 | Peg3 prom inh | iPSC survival up | KKLEB cytotox | aDG glyco up | TWEAK Fn14 block | TRPM1 prom inh | NR2E3 ag-2 | Shn3 inh set2 | CF NFkB inh | HIF-2a block
Cn1cc(Cl)c(C(=O)Nc2nc3ccc([N+](=O)[O-])cc3s2)n1 | -2 | -225 | -2.2 | -12 | -0.3 | -17 | -5 | 10 | -13 | -6 | -132
Cc1cc(C)n2c(=O)c3ccc(Cl)cc3nc2c1C#N | 9 | 8 | -1.7 | 0 | 0.2 | -20 | 10 | -13 | -4 | -79 | -18
Cc1ccc2c(CN3CCN(S(=O)(=O)c4ccc5c(c4)OCCO5)CC3)cc(=O)oc2c1C | -4 | 5 | -3.8 | -2 | -0.1 | 42 | 40 | -24 | 18 | 1 | 13
O=C(CCCc1ccccc1)NCc1cccnc1 | 4 | 0 | -1.2 | 5 | 0.2 | 0 | 1 | 0 | -30 | -25 | -1
CCSc1nnc(NC(=O)CSc2nnc(CNC(=O)c3cc(OC)c(OC)c(OC)c3)o2)s1 | 1 | 12 | -0.6 | -10 | 0.5 | -48 | 4 | -6 | 1 | 5 | 6
COc1ccc(CC(=O)NNC(=S)NC(=O)c2cc(OC)c(OC)c(OC)c2)cc1 | . | 30 | 1.5 | 6 | 0.5 | -5 | . | -14 | 41 | 14 | 28
O=C1CSC(c2cccc([N+](=O)[O-])c2)N1c1ccccc1F (stereo not given) | 1 | 18 | 0.5 | -12 | -0.4 | 12 | 25 | 16 | 10 | 9 | 13
C[C@H]1CN([C@@H](C)CO)C(=O)CCCn2cc(nn2)CO[C@@H]1CN(C)S(=O)(=O)c1ccc(-n2cccn2)cc1 | . | -4 | -1.2 | -11 | 0.1 | -17 | . | 18 | -7 | 4 | 10
COc1ccc(NC(=O)c2ccc3nc(-c4ccccc4)c(-c4ccccc4)nc3c2)c(OC)c1 | 0 | 8 | 0.3 | -34 | -0.2 | -43 | 5 | 7 | -10 | 49 | 12
O=C1CNC(=S)N1Cc1ccccc1Cl | 0 | 8 | 0.0 | -6 | 0.0 | 13 | -4 | -18 | -9 | 2 | 24
O=C(c1cccs1)N1CC=C(c2ccccc2)CC1 | 5 | -106 | -0.5 | -33 | 0.1 | -6 | -27 | -37 | -33 | -8 | -110
CC(C)(C)C(=O)NC(=S)Nc1ccccc1N1CCCC1 | -5 | 23 | -2.7 | -4 | 0.2 | 5 | -3 | 6 | 11 | 4 | 18
CC(C)c1ccc(NC(=S)N(C)CCc2ccccn2)cc1 | -1 | -67 | -0.5 | -15 | 0.1 | -19 | -28 | -37 | 5 | 12 | -51
O=C(O)CCN1C(=O)C2C3CC(C2C1=O)C1C(c2ccccc2)c2sc(=O)n(-c4ccccc4)c2SC31 (stereo not given) | 3 | -3 | 0.2 | 14 | -0.4 | -16 | 3 | 24 | -9 | -9 | -4
CCOC(=O)N1CCN(c2ccnc3cc(Cl)ccc23)CC1 | 2 | 15 | 2.1 | 8 | 0.7 | -2 | 0 | 8 | 20 | -2 | 14
